Bioassay records (PubChem BioAssay)
TRHR agonist: TRH receptor (human) agonism | 360,000 compounds, 0.18% hits | AID 493084 | TRHR cells, calcium flux fluo-8, FDSS agonist mode | activation, % at 2 µM | P34981; in the data active = activation above about 30%; also: 0% is about no effect
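Read-out: compound-evoked intracellular calcium rise in TRHR cells, fluo-8 dye, kinetic FDSS fluorescence at 1 s/cycle following a 10-cycle baseline. Cells cultured overnight before dye loading (30 min–1.5 h, RT).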
POLB inh: inhibitors of human DNA polymerase beta; Pol beta primer extension/strand displacement, fluorescence kinetic; Potency, µM (titrated, usually from 114 µM), for the others: at the top dose activity change, negative = inhibition, usual class: inhibitors; 340,000 compounds, 1.3% hits; AID 485314; also: potency is read from the fitted curve at half-maximal effect; % is scaled to controls: 0 for no effect and ±100 for the full control effect
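Enzyme-only controls used 10 nM Pol beta; buffer lacking enzyme served as negative control. Compound preincubated 15 min, then 50 nM substrate added; 0 and 10 min reads at room temperature.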
Pol iota inh: inhibitors of human DNA polymerase iota | Q9UNA4 | Pol iota fluorescent replication assay, 10 min | Potency, µM (top dose mostly 115 µM), for inactives: at the top dose activity, negative = inhibition, usual class: inhibitors | 390,000 compounds, 1% hits | AID 588590; also: potency is read from the fitted curve at half-maximal effect
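Pol iota at 10 nM preincubated 15 min with compounds at room temperature; reaction started with fluorescent substrate, 50 nM final. Fluorescence read kinetically at 0 and 10 min; buffer-only wells as negative control.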
APEX1 inh: blocks human APE1 abasic DNA cleavage; P27695; recombinant APE1, TAMRA/BHQ-2 abasic DNA cleavage fluorescence; Potency, µM (highest dose often 65.8 µM), inactives show top-dose activity change, negative = inhibition, hits mostly inhibitors; 350,000 compounds, 0.35% hits;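 also: potency is read from the fitted curve at half-maximal effect; plate controls were vehicle for no effect and reference inhibitor for full effect; nearly all actives have a fitted effect of over 55% in size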
Target sequence (P27695 whole entry, looked up): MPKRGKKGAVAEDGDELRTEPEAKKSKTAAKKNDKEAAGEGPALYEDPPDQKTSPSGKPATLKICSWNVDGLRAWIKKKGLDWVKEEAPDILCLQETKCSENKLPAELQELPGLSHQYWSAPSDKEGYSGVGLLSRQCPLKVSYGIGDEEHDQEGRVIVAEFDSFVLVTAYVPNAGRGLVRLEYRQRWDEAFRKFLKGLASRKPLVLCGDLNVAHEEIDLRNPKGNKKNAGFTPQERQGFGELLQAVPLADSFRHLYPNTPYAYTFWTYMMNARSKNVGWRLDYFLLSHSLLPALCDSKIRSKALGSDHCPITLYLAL
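Measures dequenching upon AP-site incision of a 5'-TAMRA/3'-BHQ-2 THF-containing duplex, 50 nM; human APE1 0.75 nM after 15 min room-temperature exposure to compound; kinetic three-point read at one-minute spacing.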
ERG Ets-DNA blk: inhibitors of human ERG Ets domain-DNA interaction; Potency, µM (top dose mostly 76.9 µM), for the others: at the highest dose FP activity, negative = inhibition, actives largely listed as inhibitors; P11308; 370,000 compounds, 0.028% hits; fluorescence polarization, His-ERG Ets domain / labelled DNA; active = well fitted inhibition curve with a large enough effect in the polarisation, with a control signal flat; inconclusive = small, poorly fitted or top-dose-only effect, or effect the other way, or a change in a side signal; inactive = no such curve, though single readings can be large or run the other way; the % refers to the polarisation;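 also: polarization taken with two DNA probes labelled with fluorescein and Texas red; potency is read from the fitted curve at half-maximal effect; % of control where 0% means no effect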
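His-tagged ERG Ets domain (1 uM in the protein solution; 300mM KCl, 50mM Tris-HCl, 1mM EDTA, 1mM DTT, pH 7.5) received compound, then a probe mix of 5 nM fluorescein-DNA and 100nM Texas-615-DNA. Fluorescence polarization was read for both dyes.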
ALOX12 inh: ALOX12 (human) lipoxygenase inhibition; P18054; purified 12hLO, xylenol orange hydroperoxide absorbance; Potency, µM (top dose mostly 108 µM), for the others: at the highest dose activity change, negative = inhibition, actives largely listed as inhibitors; 580,000 compounds, 1.1% hits; AID 1671190; also: potency is read from the fitted curve at half-maximal effect; % is scaled to controls: 0 for no effect and ±100 for the full control effect
Target sequence (P18054 whole entry, looked up): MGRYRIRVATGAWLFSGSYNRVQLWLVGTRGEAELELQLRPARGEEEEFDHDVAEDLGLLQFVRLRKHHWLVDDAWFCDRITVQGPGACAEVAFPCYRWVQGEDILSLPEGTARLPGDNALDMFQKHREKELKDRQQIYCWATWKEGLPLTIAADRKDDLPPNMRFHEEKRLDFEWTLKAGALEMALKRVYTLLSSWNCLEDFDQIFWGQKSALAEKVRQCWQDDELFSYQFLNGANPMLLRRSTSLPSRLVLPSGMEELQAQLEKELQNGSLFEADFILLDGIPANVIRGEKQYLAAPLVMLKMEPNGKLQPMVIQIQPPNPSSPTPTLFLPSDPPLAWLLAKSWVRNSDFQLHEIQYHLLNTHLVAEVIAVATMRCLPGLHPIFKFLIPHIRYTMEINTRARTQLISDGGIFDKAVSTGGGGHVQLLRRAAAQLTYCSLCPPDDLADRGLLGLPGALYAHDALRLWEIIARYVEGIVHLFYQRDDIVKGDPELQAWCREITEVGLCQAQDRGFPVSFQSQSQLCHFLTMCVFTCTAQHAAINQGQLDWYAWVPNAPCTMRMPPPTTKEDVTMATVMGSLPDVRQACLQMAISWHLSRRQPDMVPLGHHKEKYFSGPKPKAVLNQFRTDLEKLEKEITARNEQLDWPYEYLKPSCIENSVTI
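Purified human 12hLO at 150 nM in 25 mM Hepes, 0.01% Triton X-100, pH 7.0, preincubated 15 min at room temperature with compound. Reaction started with 40 uM arachidonic acid, 30 min at room temperature. Hydroperoxide measured by Fe-xylenol orange, 573/405 nm absorbance ratio.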
POLK inh: blocks human DNA polymerase kappa activity; purified Pol kappa, fluorescent DNA synthesis assay, 10 min; 400,000 compounds, 0.53% hits; Q9UBT6; Potency, µM (top dose mostly 107 µM), for the others: at the highest dose activity, negative = inhibition, most hits filed as inhibitors; also: potency is read from the fitted curve at half-maximal effect; % is scaled to controls: 0 for no effect and ±100 for the full control effect
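Pol kappa 10 nM + cpd, 15 min RT; start w/ substrate 50 nM final; fluorescence kinetic read, 0 and 10 min. Neg ctrl: buffer, no enzyme.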
Apoferritin bind: candidate novel general anesthetic via apoferritin binding; P02791; apoferritin/1-aminoanthracene competitive binding, fluorescence; Potency, µM (series often up to 77.5 µM), for the others: top-dose activity change, negative = displacement, hits mostly inhibitors; 350,000 compounds, 0.074% hits; also: potency is read from the fitted curve at half-maximal effect; % is scaled to controls: 0 for no effect and ±100 for the full control effect; nearly all actives have a fitted effect of over 20% in size
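Horse-spleen apoferritin (10 uM) in 50% saturated 1-aminoanthracene in PBS was incubated 10 min at room temperature with compound. Fluorescence (ex 380, em 535 nm) was normalized to free and bound 1-AMA, with concentration-response fitted by a four-parameter Hill equation.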
BLM inh: Bloom syndrome helicase (human) inhibition | P54132 | recombinant BLM DNA unwinding, fluorescence dequenching | Potency, µM (top dose mostly 56.1 µM), inactives show top-dose activity change, negative = inhibition, actives largely listed as inhibitors | 350,000 compounds, 0.2% hits | AID 2528;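 also: potency is read from the fitted curve at half-maximal effect; plate controls were vehicle for no effect and no enzyme for full effect; nearly all actives have a fitted effect of over 35% in size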
Numbers without * were called inactive; ? = inconclusive; nt = not tested or not shown; & = joins results of further samples; [ ] = another dose, or the depositor's remark. Unless noted, calls follow the shape of the dose curve; as a rule, active = well fitted curve in the direction sought with a large enough effect; inconclusive = small, poorly fitted or top-dose-only effect, or another doubt; inactive = no such curve, though single readings can be large; an effect the other way counts as inactive or inconclusive. The list is partial; count on the stated rates, not on these rows.

SMILES	TRHR agonist	POLB inh	Pol iota inh	APEX1 inh	ERG Ets-DNA blk	ALOX12 inh	POLK inh	Apoferritin bind	BLM inh
COc1ccc(C(=O)N/C(=C\c2ccco2)C(=O)NCc2cccnc2)cc1	1.3	22%	23%	1%	-6%	nt	-13%	-9%	-8%
CN(C)c1ccc(C(=O)NC2CCCc3ccccc32)cc1 (centres undefined)	-1.2	11%	18%	-5%	10%	0%	6%	-8%	-7%
O=C(CSc1ccc(Cl)cc1)OCC(=O)N1CCN(c2ccccc2)CC1	-0.1	nt	-1%	?	8%	-11%	-6%	nt	nt
CN(C)S(=O)(=O)c1ccc(C(=O)OCC(=O)c2csc(N3CCCCC3)n2)cc1	0.1	nt	?	-20%	12%	52%[activator]	-37%	nt	nt
CC(C)c1nnc(NC(=O)C2CCCCC2)s1	0.3	0%	-13%	-3%	2%	-14%	-7%	-6%	5%
C=CCN1C(=O)C(CCCC)NC1=S (centres undefined)	-0.1	12%	3%	0%	-13%	-16%	-18%	-1%	-8%
O=c1cc(-c2ccccc2)oc2c(O)c(O)ccc12	nt	nt	nt	?	nt	-118%	8.9µM*	-12%	4%
Cc1nnc2c(SC(C)C)nc3ccccc3n12	-0.7	15%	1%	-7%	-2%	0%	0%	-13%	-7%
Cn1c2ccccc2c2n[nH]c(=S)nc21	0.2	31%	140%[activator]	-12%	5%	7%	2%	-14%	3%
COC(=O)c1ccc2c(=O)n(CCN3CCOCC3)c(SCC(=O)c3ccccc3)nc2c1	0.5	12%	-15%	2%	-3%	-13%	7%	-1%	-1%
COCCOC(=O)c1ccc(NC(=O)COc2ccc([N+](=O)[O-])cc2)cc1	0.1	-2%	53%[activator]	-4%	-8%	-4%	-16%	?	-6%
CCSc1ncc(Cl)c(C(=O)Nc2cccc(Cl)c2)n1	-0.2	0%	15%	nt	0%	-2%	0%	-10%	-6%
COc1cc(OC)c(C(=O)/C=C/c2ccccc2)c(O)c1O	-0.6	2%	?	-4%	6%	?	-3%	-14%	-17%
CCOc1ccccc1Nc1nc(-c2sc(C)nc2C)cs1	-1.4	26%	4%	-6%	14%	?	1%	-14%	-14%
CC(=O)Nc1sc(C)c(C)c1C(=O)OCC(=O)N(C)c1c(N)n(Cc2ccccc2)c(=O)[nH]c1=O	0.6	nt	21%	-6%	-1%	5%	-16%	nt	nt
CCOc1ccc(NC(=O)CSc2nnc3scc(-c4ccccc4)n23)cc1	-1.1	29%	16%	nt	-26%	-15%	-3%	-6%	-4%
COc1cccc(C(=O)CN2C(=O)C(C)(C)Oc3ccc(C(=O)N4CCCCCC4)cc32)c1	0.0	2%	-8%	20%	-5%	-2%	-11%	?	-1%
COc1ccc(/C=C2\SC(=S)N(CCCC(=O)N3CCCCC3CCO)C2=O)cc1 (centres undefined)	-0.5	21%	-1%	-11%	-5%	-18%	1%	?	-4%
O=C(Cc1ccccc1)NC(NCCc1ccccc1)C(Cl)(Cl)Cl (centres undefined)	0.5	16%	7%	22%	9%	-2%	-3%	-15%	-5%
Clc1ccccc1OCc1nc(-c2ccccn2)no1	0.1	0%	-15%	7%	-6%	0%[57.4 µM]	-8%	-5%	-2%
C[C@]12c3[nH]c4cc(-c5ccco5)ccc4c3CCN1C(=O)[C@@H](CC(=O)NCCc1ccccn1)C[C@@H]2C(=O)N1CCCCC1	nt	nt	?	0%	0%	-29%	-15%	nt	nt
Cc1ccccc1NCC(=O)N/N=C\C=C\c1cccc([N+](=O)[O-])c1	-0.6	1%	37%[activator]	-4%	13%	7%	-10%[60.1 µM]	?	1%
CCOc1cc(C(=O)CCC(=O)OCC(=O)N2c3ccccc3NC(=O)C2(C)C)ccc1O	-0.6	3%	7%	7%	-2%	-11%	-7%	-16%	4%
C=CCNC(=O)c1cc2nc(C3CC3)cc(C(F)F)n2n1	0.4	-14%	?	2%	-3%	-4%	-6%	-7%	-1%
O=C(Nc1nc2c(s1)CCCC2)c1cc(-c2ccncc2)nc2ccccc12	0.5	7%	17%	1%	0%	-26%	-16%	-15%	0%
CCCCNc1c2c3c(cccc3n(C)c1=O)C(=O)c1ccccc1-2	94*	-10%	?	-3%	?	nt	-10%	-12%	-13%
CC[C@]12c3[nH]c4cc(CCC(=O)N(C)C)ccc4c3CCN1C(=O)[C@@H](CC(=O)NCc1cccc(C(F)(F)F)c1)C[C@@H]2C(=O)N1CCN(C(=O)C2CC2)CC1	nt	nt	-15%	-19%	3%	?	-4%	nt	nt
Cc1ccc(Oc2coc3cc(OC(=O)c4cccs4)ccc3c2=O)cc1	0.6	19%	?	-6%	5%	-5%	-19%	-11%	-9%
CCOC(=O)c1cccc(NC(=O)NC2COc3ccccc3C2)c1 (centres undefined)	-0.2	0%	15%	nt	5%	-11%	-5%[60.1 µM]	-16%	-2%
CSc1ncc(CN2CCc3c([nH]c4ccccc34)C2c2cccc(O)c2)cn1 (centres undefined)	1.1	3%	-7%	1%	-6%	-1%	-2%	-2%	-11%
O=C(NCCNc1ccc(Cl)cc1[N+](=O)[O-])c1ccccc1F	-1.6	-15%	7%	-9%	-14%	0%	-8%	-15%	-2%
Cc1ccc(NC(=O)C(=O)NCCc2csc3nc(-c4ccccc4C)nn23)cc1Cl	0.0	12%	-2%	nt	-15%	30%&-29%	-9%[60.1 µM]	-4%	1%
O=C(Cn1c(=O)oc2cc(S(=O)(=O)N3CCCC3)ccc21)NCc1ccccn1	-0.4	-1%	-3%	-4%	10%	14%	-6%	4%	-1%
O=C(Nc1c(C(=O)Nc2ccc(F)cc2)oc2ccccc12)c1ccccc1F	0.5	16%	21%	nt	3%	0%	4%	-11%	-7%
C/C(=N\NC(=O)Cc1ccc(Cl)cc1)c1cccc(NC(=O)c2cccnc2)c1	0.8	?	4%	5%	7%	28%	-7%	-15%	-5%
O=C(NC(=S)Nc1ccc(Br)cn1)c1cccnc1	0.5	63%[activator]	36%[activator]	8%	3%	22%	9%	7%	2%

An excerpt from above in order of length of the SMILES, smallest number first:
SMILES	TRHR agonist	POLB inh	Pol iota inh	APEX1 inh	ERG Ets-DNA blk	ALOX12 inh	POLK inh	Apoferritin bind	BLM inh
O=C(NC(=S)Nc1ccc(Br)cn1)c1cccnc1	0.5	63%[activator]	36%[activator]	8%	3%	22%	9%	7%	2%
C=CCNC(=O)c1cc2nc(C3CC3)cc(C(F)F)n2n1	0.4	-14%	?	2%	-3%	-4%	-6%	-7%	-1%
CCOC(=O)c1cccc(NC(=O)NC2COc3ccccc3C2)c1 (centres undefined)	-0.2	0%	15%	nt	5%	-11%	-5%[60.1 µM]	-16%	-2%
CCCCNc1c2c3c(cccc3n(C)c1=O)C(=O)c1ccccc1-2	94*	-10%	?	-3%	?	nt	-10%	-12%	-13%
Cc1ccc(Oc2coc3cc(OC(=O)c4cccs4)ccc3c2=O)cc1	0.6	19%	?	-6%	5%	-5%	-19%	-11%	-9%
O=C(Nc1nc2c(s1)CCCC2)c1cc(-c2ccncc2)nc2ccccc12	0.5	7%	17%	1%	0%	-26%	-16%	-15%	0%
O=C(Nc1c(C(=O)Nc2ccc(F)cc2)oc2ccccc12)c1ccccc1F	0.5	16%	21%	nt	3%	0%	4%	-11%	-7%
CSc1ncc(CN2CCc3c([nH]c4ccccc34)C2c2cccc(O)c2)cn1 (centres undefined)	1.1	3%	-7%	1%	-6%	-1%	-2%	-2%	-11%
C/C(=N\NC(=O)Cc1ccc(Cl)cc1)c1cccc(NC(=O)c2cccnc2)c1	0.8	?	4%	5%	7%	28%	-7%	-15%	-5%
CCOc1cc(C(=O)CCC(=O)OCC(=O)N2c3ccccc3NC(=O)C2(C)C)ccc1O	-0.6	3%	7%	7%	-2%	-11%	-7%	-16%	4%
CC[C@]12c3[nH]c4cc(CCC(=O)N(C)C)ccc4c3CCN1C(=O)[C@@H](CC(=O)NCc1cccc(C(F)(F)F)c1)C[C@@H]2C(=O)N1CCN(C(=O)C2CC2)CC1	nt	nt	-15%	-19%	3%	?	-4%	nt	nt

(further entries)
SMILES	TRHR agonist	POLB inh	Pol iota inh	APEX1 inh	ERG Ets-DNA blk	ALOX12 inh	POLK inh	Apoferritin bind	BLM inh
Cc1ccc2cc(CCNC(=O)CC(C)(C)C)c(=O)[nH]c2c1C	0.0	-19%	18%	-1%	-7%	-26%	-12%	-2%	3%
CCOc1ccc(C(CCc2ccccc2)NC(=O)c2ccccc2)cc1OCC (centres undefined)	1.0	-23%	-10%[58.9 µM]	2%	-1%	5%	5%	-11%	0%
Cc1nc(C)c(C(=O)Nc2ccccc2-c2ccccc2)o1	-0.4	?	?	4%	2%	-18%	-4%	-11%	2%
COc1ccc(OC)c(-c2nnc(-c3ccc(C)o3)o2)c1	0.2	-4%	3%	-3%	0%	-4%	-2%	-8%	1%
CC1CC(C)CN(c2nc(NCc3ccco3)nc(N)c2[N+](=O)[O-])C1 (centres undefined)	-0.1	21%	-1%	2%	18%	-29%	-8%	4%	1%
CCOCCCNC(=O)c1ccc(/C=C2\Oc3ccccc3N(C)C2=O)cc1	-0.6	65%	-5%	-23%	0%	0%	7%	11%	0%
Cn1cc(CC(=O)NCCCN2CCOCC2)c2ccccc21	0.1	1%	4%	-2%	0%	-1%	-11%[60.1 µM]	-5%	0%
CCc1ccc(S(=O)(=O)Nc2cccc(-c3ccc(N4CCC(C)CC4)nn3)c2)s1	0.1	-3%	27%	nt	1%	-44%	-14%[60.1 µM]	-11%	-8%
